HT1080NT lethal = kills 2HG-producing HT-1080-NT fibrosarcoma cells. HT-1080-NT fibrosarcoma viability, CellTiter-Glo ATP luminescence, 48 h. Potency, µM (highest dose often 46.1 µM), without a hit: at the top dose activity, negative = less viability, actives largely listed as cytotoxic. 360,000 tested, 1.6% active;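 further: NT is the 2HG producing partner of a matched IDH1 knockdown line; potency means the concentration at half of the fitted maximal effect; 0% = DMSO-treated cells and -100% = media-only wells without cells; nearly all actives have a fitted effect of over 55% in size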
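Luminescent CellTiter-Glo readout after 48 hours of compound exposure at 37 degrees C defined viability of HT-1080-NT cells. Activity was normalized to DMSO wells and cell-free media wells; concentration-response curves were fitted and assigned curve classes.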
MCF10A rereplic = inducers of DNA re-replication in MCF 10A breast cells | MCF 10A DNA re-replication, Hoechst nuclear intensity, 48 h | 350,000 tested, 2.9% active | Potency, µM (series often up to 46.1 µM), inactives show at the highest dose activity, positive = re-replication, hits mostly activators; further: potency means the concentration at half of the fitted maximal effect; % of control where 0% means no effect; nearly all actives have a fitted effect of over 50% in size
WRN inhibitor = WRN helicase (human) inhibition; Q14191; Potency, µM (doses to about 114 µM), without a hit: at the top dose activity change, negative = inhibition, most hits filed as inhibitors; AID 651768; WRN helicase unwinding, fluorescent forked duplex, kinetic; 360,000 tested, 0.46% active; further: potency means the concentration at half of the fitted maximal effect; on the % scale 0 is the no-effect control and ±100 the full control effect; nearly all actives have a fitted effect of over 55% in size
Target sequence (Q14191 whole entry, looked up): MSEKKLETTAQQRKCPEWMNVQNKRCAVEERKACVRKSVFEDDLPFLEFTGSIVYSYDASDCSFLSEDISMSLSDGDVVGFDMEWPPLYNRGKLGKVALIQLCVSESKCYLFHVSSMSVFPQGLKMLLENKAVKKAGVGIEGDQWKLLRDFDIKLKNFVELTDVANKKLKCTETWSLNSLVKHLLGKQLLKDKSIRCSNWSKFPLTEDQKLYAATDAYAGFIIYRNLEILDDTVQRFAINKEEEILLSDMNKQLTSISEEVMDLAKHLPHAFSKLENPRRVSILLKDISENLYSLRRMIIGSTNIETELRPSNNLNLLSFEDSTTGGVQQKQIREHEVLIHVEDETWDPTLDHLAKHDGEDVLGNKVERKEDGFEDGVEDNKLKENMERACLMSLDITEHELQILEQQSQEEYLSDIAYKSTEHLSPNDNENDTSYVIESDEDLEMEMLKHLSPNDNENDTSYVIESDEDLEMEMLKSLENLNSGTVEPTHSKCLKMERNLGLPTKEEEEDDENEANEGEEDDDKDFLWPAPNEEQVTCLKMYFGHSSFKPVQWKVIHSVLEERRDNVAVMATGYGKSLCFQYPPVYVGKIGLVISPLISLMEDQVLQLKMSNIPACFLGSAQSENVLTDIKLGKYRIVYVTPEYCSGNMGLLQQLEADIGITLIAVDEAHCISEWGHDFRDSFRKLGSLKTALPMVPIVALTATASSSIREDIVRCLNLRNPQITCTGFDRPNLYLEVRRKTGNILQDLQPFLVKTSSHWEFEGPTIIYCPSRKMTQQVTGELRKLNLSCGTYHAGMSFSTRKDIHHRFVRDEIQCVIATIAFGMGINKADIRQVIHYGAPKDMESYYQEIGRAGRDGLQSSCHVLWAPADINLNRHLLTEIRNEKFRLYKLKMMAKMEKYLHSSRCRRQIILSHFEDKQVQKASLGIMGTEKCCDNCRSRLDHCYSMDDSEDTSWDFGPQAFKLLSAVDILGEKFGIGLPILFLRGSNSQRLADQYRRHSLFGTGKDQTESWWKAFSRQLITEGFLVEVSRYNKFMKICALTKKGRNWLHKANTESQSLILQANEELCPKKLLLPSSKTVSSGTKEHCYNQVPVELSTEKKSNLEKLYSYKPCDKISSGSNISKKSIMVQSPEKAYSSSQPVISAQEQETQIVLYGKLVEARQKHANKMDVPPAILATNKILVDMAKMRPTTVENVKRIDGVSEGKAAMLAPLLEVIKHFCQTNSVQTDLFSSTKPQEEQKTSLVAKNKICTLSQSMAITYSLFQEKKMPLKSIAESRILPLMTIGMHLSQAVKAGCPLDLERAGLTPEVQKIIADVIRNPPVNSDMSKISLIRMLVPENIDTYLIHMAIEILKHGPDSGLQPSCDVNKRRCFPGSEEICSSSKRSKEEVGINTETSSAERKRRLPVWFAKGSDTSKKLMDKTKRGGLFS
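Fluorescence dequenching readout, ex 525 nm/em 598 nm, kinetic mode: forked duplex DNA (100 nM final) with adjacent fluorophore and quencher unwound by WRN (20 nM final) with 2 mM ATP. Compound preincubation 15 min, room temperature.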
IL1B secr inh = inhibitors of inflammasome signaling (IL-1 beta secretion); activity change, % at 57.5 µM; THP-1 LPS/ATP IL-1B secretion, AlphaLISA, 16 h; hits give low values; 360,000 tested, 4.7% active; in the data active means activity change below about -50%; inconclusive means mostly about -30% to -49%; further: on the % scale 0 is the no-effect control and ±100 the full control effect
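Secreted IL-1B measured by AlphaLISA bead assay after 16 h compound exposure of THP-1 cells; compounds (final up to 57.5 uM) added 1 h before LPS (250 ng/mL) and ATP (1.25 mM) stimulation; lower signal means less secretion.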
HT1080 IDH1KD tx = HT-1080 IDH1 knockdown cell toxicity (counter line) | HT-1080 IDH1 knockdown viability, ATP luminescence, 48 h | Potency, µM (doses to about 46.1 µM), without a hit: at the top dose activity, negative = toxicity, hits mostly cytotoxic | 360,000 tested, 2% active;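 further: potency means the concentration at half of the fitted maximal effect; 0% = DMSO wells and -100% = cell-free medium wells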
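Luminescent ATP read-out (CellTiter-Glo, 10 min at room temperature) after 48 h compound exposure at 37 °C gave viability of IDH1-knockdown HT-1080 cells. Activity was normalised to DMSO and cell-free wells, then fitted as concentration-response curves.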
KB-3-1 cytotox = KB-3-1 parental cell cytotoxicity | 400,000 tested, 1.4% active | KB-3-1 viability, CellTiter-Glo ATP luminescence, 72 h | AID 1347075 | Potency, µM (highest dose often 46.1 µM), for the others: at the top dose activity change, negative = cytotoxic, actives largely listed as cytotoxic; further: potency means the concentration at half of the fitted maximal effect; on the % scale 0 is the no-effect control and ±100 the full control effect; nearly all actives have a fitted effect of over 60% in size
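Viability of parental KB-3-1 cells, measured by CellTiter-Glo luminescence, followed a 72 h incubation at 37 °C with pinned compounds in phenol-red-free DMEM containing 10% FBS.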
KB-V1 cytotox = kills drug-selected multidrug resistant KB-V1 cells | 400,000 tested, 3.4% active | KB-V1 MDR cells viability, CellTiter-Glo, 72 h | Potency, µM (titrated, usually from 46.1 µM), for the others: at the top dose activity change, negative = cytotoxicity, most hits filed as cytotoxic; further: potency means the concentration at half of the fitted maximal effect; on the % scale 0 is the no-effect control and ±100 the full control effect; nearly all actives have a fitted effect of over 60% in size
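In this primary screen, KB-V1 cells overexpressing P-gp are incubated with library compounds (lowest to highest concentration) for 72 h at 37 degrees C before a luminescent ATP viability read.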
SW480 rerep = induces DNA re-replication in SW480 colon adenocarcinoma cells. SW480 DNA re-replication, Hoechst DNA content imaging, 48 h. Potency, µM (titrated, usually from 46.1 µM), for the others: top-dose re-replication activation, hits mostly activators. 340,000 tested, 1.8% active; further: potency means the concentration at half of the fitted maximal effect; % of control where 0% means no effect; nearly all actives have a fitted effect of over 55% in size
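DNA re-replication was detected as more nuclei of elevated Hoechst intensity after 48 hr exposure to compound (23 nL pinned per well of 250 cells).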
ATXN2 expr inh = ATXN2 expression inhibition; HEK-293 ATXN2-luciferase reporter, luminescence, 24 h; Potency, µM (top dose mostly 57 µM), for the others: at the highest dose activity change, negative = inhibition, actives largely listed as inhibitors; 360,000 tested, 0.72% active; AID 1745845; further: potency means the concentration at half of the fitted maximal effect; on the % scale 0 is the no-effect control and ±100 the full control effect; nearly all actives have a fitted effect of over 55% in size
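qHTS (up to 57 uM final) was run with 24 h compound exposure of reporter cells at 37 °C. Each well was multiplexed: SteadyGlo luminescence measured ATXN2-luciferase expression after a fluorogenic Gly-Phe-AFC viability readout (25 uM final).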
Active calls of the source: *; ? = inconclusive; · = not tested or not shown; & = joins results of further samples; [ ] = dose if it differs, or a comment. Unless noted, the call rests on the fitted dose curve; in most records, active means well fitted curve in the direction sought with a large enough effect; inconclusive means small, poorly fitted or top-dose-only effect, or another doubt; inactive means no such curve, though single readings can be large; an effect the other way counts as inactive or inconclusive. Rows are unselected. Share with any hit: about 12%.

#	compound	HT1080NT lethal	MCF10A rereplic	WRN inhibitor	IL1B secr inh	HT1080 IDH1KD tx
1	O=S1(=O)C[C@@H](O)[C@@H](Nc2ccccc2)C1	21%	3%	-14%	-7	9%
2	O=C1C2C3C=CC(C3=C(c3ccccc3)c3ccccc3)C2C(=O)N1CCO (stereo unspecified)	8%	3%	-7%	-13	0%
3	Cc1ccc(S(=O)(=O)N2CCCCC2)cc1C(=O)N(CCc1ccccc1)Cc1ccccc1	-3%	?	-8%	-14	-16%
4	Oc1cc(O)c2c(c1)O[C@H](c1ccc(O)c(O)c1)[C@H](O)C2	10%	-8%	-6%	26	13%
5	COc1ccc(/C=N/NC(=O)c2nnn(-c3nonc3N)c2CN(C)C2CCCCC2)cc1	-2%	12%	10%	8	11%
6	O=C(N/N=C/c1ccc([N+](=O)[O-])cc1)c1c[nH]c2ccccc12	-4%	14%	-10%	-18	4%
7	CC(C(=O)Nc1ccc(S(=O)(=O)Nc2ncccn2)cc1)N1C(=O)c2ccccc2S1(=O)=O (stereo unspecified)	8%	16%	-1%	1	5%
8	COc1ccc([N+](=O)[O-])cc1NS(=O)(=O)c1cccc(C(=O)O)c1	28%	2%	-12%	5	0%
9	CCOc1ccc(S(=O)(=O)NCCC(=O)NCc2ccc(OC)c(OC)c2)cc1	6%	9%	3%	10	6%
10	CC1C2CC(C/C2=N/NC(=O)c2cccs2)C1(C)C (stereo unspecified)	0%	23%	7%	-7	2%
11	NS(=O)(=O)c1ccc(CCNC(=O)Cc2ccc(S(=O)(=O)N3CCCC3)s2)cc1	10%	-3%	?	13	4%
12	CN(C)CCn1c(=S)[nH]c2ccc(Cl)cc2c1=O	7%	1%	7%	-21	0%
13	Cc1ccc(-n2nnc3c(SCC(=O)NCc4ccco4)ncnc32)cc1	?	23µM*	-12%	-5	?
14	COc1cccc(S(=O)(=O)NC2CCN(C#N)C2)c1 (stereo unspecified)	·	-1%	·	·	·
15	Cc1ccc(C(=O)NCc2ccncc2)cc1S(=O)(=O)N1CCOCC1	5%	4%	3%	32	4%

#	KB-3-1 cytotox	KB-V1 cytotox	SW480 rerep	ATXN2 expr inh
1	18%	?	-1%	-2%
2	-16%	21µM*	-3%	-18%
3	?	?	?	-11%
4	7%	16%	2%	0%&3%
5	1%	10%	-1%	-4%
6	-1%	-1%	0%	·
7	6%	26%	-448%[inhibitor]	0%
8	-1%	0%	3%	-1%
9	10%	0%	11%	0%
10	-4%	-5%	-3%	55%[activator]
11	0%	8%	5%	2%
12	7%	-16%	-2%	41%[activator]
13	?	?	8%	?
14	7%	37%	11%	-4%
15	9%	-3%	-6%	-6%

A second format for some results above.
(5) COc1ccc(/C=N/NC(=O)c2nnn(-c3nonc3N)c2CN(C)C2CCCCC2)cc1
  HT1080NT lethal: -2%
  MCF10A rereplic: 12%
  WRN inhibitor: 10%
  IL1B secr inh: 8
  HT1080 IDH1KD tx: 11%
  KB-3-1 cytotox: 1%
  KB-V1 cytotox: 10%
  SW480 rerep: -1%
  ATXN2 expr inh: -4%

(6) O=C(N/N=C/c1ccc([N+](=O)[O-])cc1)c1c[nH]c2ccccc12
  HT1080NT lethal: -4%
  MCF10A rereplic: 14%
  WRN inhibitor: -10%
  IL1B secr inh: -18
  HT1080 IDH1KD tx: 4%
  KB-3-1 cytotox: -1%
  KB-V1 cytotox: -1%
  SW480 rerep: 0%
  ATXN2 expr inh: ·

(7) CC(C(=O)Nc1ccc(S(=O)(=O)Nc2ncccn2)cc1)N1C(=O)c2ccccc2S1(=O)=O (stereo unspecified)
  HT1080NT lethal: 8%
  MCF10A rereplic: 16%
  WRN inhibitor: -1%
  IL1B secr inh: 1
  HT1080 IDH1KD tx: 5%
  KB-3-1 cytotox: 6%
  KB-V1 cytotox: 26%
  SW480 rerep: -448%[inhibitor]
  ATXN2 expr inh: 0%

(8) COc1ccc([N+](=O)[O-])cc1NS(=O)(=O)c1cccc(C(=O)O)c1
  HT1080NT lethal: 28%
  MCF10A rereplic: 2%
  WRN inhibitor: -12%
  IL1B secr inh: 5
  HT1080 IDH1KD tx: 0%
  KB-3-1 cytotox: -1%
  KB-V1 cytotox: 0%
  SW480 rerep: 3%
  ATXN2 expr inh: -1%

Further compounds follow.
#	compound	HT1080NT lethal	MCF10A rereplic	WRN inhibitor	IL1B secr inh	HT1080 IDH1KD tx
16	ONC(=Nc1cccc(C(F)(F)F)c1)c1cccnc1	-6%	0%	5%	-6	-3%
17	COc1ccccc1CNC(=O)c1sccc1-c1ccccc1	1%	13%	0%	6	-15%
18	Cc1nc(-c2ccc(S(=O)(=O)Oc3ccc(Cl)cc3Cl)s2)cs1	?	?	-34%	-1	?
19	Cc1cc(C)n2cc(CSc3nnc(-c4ccccc4)o3)nc2n1	1%	0%	0%	-7	-1%
20	O=C(COC(=O)Cc1ccc(F)cc1)NC(=O)c1ccccc1	-3%	-4%	3%	5	4%
21	Cc1ccc(C(=O)CCC(=O)Nc2ncccc2C)cc1	3%	0%	-16%	19	8%
22	CCOC(=O)C1=C(C)Nc2nc3ccccc3n2C1c1ccc(O)cc1 (stereo unspecified)	7%	-1%	6%	16	5%
23	COCc1nnc(NS(=O)(=O)c2ccc(C)cc2)s1	26%	8%	-21%	1	14%
24	COc1ccc(NC(=S)N(Cc2cccc(Br)c2)CC2CCC(C(=O)O)CC2)cc1 (stereo unspecified)	8%	-2%	3%	2	2%
25	S=c1[nH]nc(-c2cccc3ccccc23)n1-c1cccnc1	4%	4%	-13%	24	16%
26	CCn1nc(CC(C)C)cc1C(=O)N1CCCC(Nc2ccc(F)cc2)C1 (stereo unspecified)	1%	4%	15%	0	10%
27	Cc1csc(C(=O)NCC(=O)NNC(=O)c2cccc(Cl)c2)c1	-7%	1%	9%	-3	7%
28	O=C(Cc1cccs1)N1CCN=C1SCc1cccc(F)c1	1%	3%	-5%	-20	3%
29	Cc1ccc(C)c(NC2=C(Cl)C(=O)OC2OC(=O)c2ccco2)c1 (stereo unspecified)	?	-6%	-8%[57.1 µM]	-90*	?
30	C=CCn1c(COc2ccc(F)cc2)nnc1SCC(=O)NC1CCCC1	-1%	6%	3%	12	4%

#	KB-3-1 cytotox	KB-V1 cytotox	SW480 rerep	ATXN2 expr inh
16	-11%	-10%	5%	-34%
17	-8%	18%	4%	14%
18	0%	?	?	-30%
19	6%	1%	-12%	4%
20	-2%	16%	-3%	12%
21	4%	13%	-6%	·
22	0%	26%	-5%	1%
23	17%	10%	-9%	3%
24	-1%	?	-11%	1%
25	0%	20%	-16%	-10%
26	-4%	?	1%	3%
27	-1%	6%	7%	2%
28	4%	5%	-2%	·
29	13%	10%	-6%	-22%
30	13%	-6%	-1%	-10%

Later entries:
#	compound	HT1080NT lethal	MCF10A rereplic	WRN inhibitor	IL1B secr inh	HT1080 IDH1KD tx
31	Cc1cccc(NC(=O)c2cc(Cl)ccc2[N+](=O)[O-])c1	5%	4%	-36%[57.1 µM]	-2	-5%
32	C[C@H]1CN([C@@H](C)CO)C(=O)Cc2cc(NC(=O)Cn3cnnn3)ccc2O[C@H]1CN(C)Cc1ccncc1	11%	-4%	-1%	73	8%
33	O=C(CCCl)Nc1ccc(S(=O)(=O)NCc2ccco2)cc1	1%	-5%	-13%	13	0%
34	O=C(NCCc1ccccc1)c1cccc(NC(=O)C2CCCC2)c1	2%	-19%	5%	-24	0%
35	COc1ccc(C2C(C(=O)N3CCCCC3)CCC(=O)N2c2cc(OC)c(OC)c(OC)c2)cc1 (stereo unspecified)	-1%	0%	12%	12	6%
36	O=C(Nc1ccc2c(c1)OCO2)C1CCCN1C(=O)Nc1ccccc1F (stereo unspecified)	0%	-1%	-1%	14	5%
37	CCOc1ccc(S(=O)(=O)N2CCN(C(=O)C3CCC3)CC2)cc1	3%	5%	3%	7	-12%
38	Cc1ccc(C(=O)CSc2nnc(-c3ccccc3)n2-c2ccccc2)o1	13%	?	3%	-6	7%
39	Cc1onc(-c2ccccc2Cl)c1C(=O)NCCN1CCOCC1	14%	1%	-27%	1	12%
40	CCN(CC)S(=O)(=O)c1cccc(C(=O)Nc2nc3cc4c(cc3s2)OCCO4)c1	11µM*	-5%	-16%	-16	?
41	Cc1ccc(S(=O)(=O)N(C)c2ccc(C(=O)NCCc3ccccc3)cc2)cc1	-5%	5%	?	-1	-10%
42	COc1ccc(S(=O)(=O)N(C)C2CCS(=O)(=O)C2)cc1OC (stereo unspecified)	10%	5%	3%	-6	5%

#	KB-3-1 cytotox	KB-V1 cytotox	SW480 rerep	ATXN2 expr inh
31	16%	-23%	-1%	-33%
32	0%	0%	-25%	3%
33	-3%	8%	-9%	-9%
34	-9%	1%	3%	46%[activator]
35	-8%	0%	1%	3%
36	5%	0%	-9%	-3%
37	-2%	?	-1%	-15%
38	4%	?	3%	-9%
39	2%	3%	-5%	1%
40	?	4.6µM*	2%	?
41	-3%	-4%	-2%	22%
42	-1%	2%	-5%	3%
